TRHR agonist: qHTS for Small Molecule Agonists and Allosteric Enhancers of Human TRH Receptor: Primary Screen for Agonists; Thyrotropin-releasing hormone receptor (Homo sapiens), P34981; TRHR cells, calcium flux fluo-8, FDSS agonist mode; activation, % at 2 µM; 0.18% of 360,000 active; AID 493084, 2011; note: 0% is about no effect
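Agonist-mode FDSS calcium read (Ex 480/Em 530, 1 s cycles) in 1536-well TRHR cells with fluo-8 dye, after 10-cycle baseline and 23 nL compound addition; TRH at EC20 (10 nM final) added afterwards for the enhancer phase.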
D2 antagonist: HTS Assay for Allosteric Antagonists of the Human D2 Dopamine Receptor: Primary Screen for Antagonists. HEK293 TREx D2 cells, calcium flux, dopamine EC80. inhibition, % at 10 µM. 2% of 340,000 active. AID 485344, 2010; in the data active = inhibition above about 30%; note: 0% is about no effect
Target sequence (P14416 whole entry, looked up): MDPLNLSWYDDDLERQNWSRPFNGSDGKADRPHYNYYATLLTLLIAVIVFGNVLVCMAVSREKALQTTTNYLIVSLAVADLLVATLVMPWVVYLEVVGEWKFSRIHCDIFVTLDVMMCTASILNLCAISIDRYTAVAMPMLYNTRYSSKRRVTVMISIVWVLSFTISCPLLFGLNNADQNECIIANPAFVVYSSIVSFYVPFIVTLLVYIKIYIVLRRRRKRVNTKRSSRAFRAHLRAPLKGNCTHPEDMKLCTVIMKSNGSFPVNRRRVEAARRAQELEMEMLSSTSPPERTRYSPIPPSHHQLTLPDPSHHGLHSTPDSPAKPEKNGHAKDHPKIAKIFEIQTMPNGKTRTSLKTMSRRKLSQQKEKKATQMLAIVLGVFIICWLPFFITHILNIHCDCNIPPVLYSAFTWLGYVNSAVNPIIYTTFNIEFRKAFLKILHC
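Inhibition of EC80 dopamine-driven calcium flux, recorded kinetically, defines activity here; cells are a tetracycline-induced HEK293 T-REx line expressing force-coupled D2.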
D1 PAM: Potentiators of Human D1 Dopamine Receptor: qHTS. 0.036% of 360,000 active. potentiation, % at 10 µM. HEK293 TREx D1 cells, calcium flux, dopamine EC20 potentiation. D(1A) dopamine receptor (Homo sapiens), P21728; in the data active = potentiation above about 30%; note: 0% is about no effect
Target sequence (P21728 whole entry, looked up): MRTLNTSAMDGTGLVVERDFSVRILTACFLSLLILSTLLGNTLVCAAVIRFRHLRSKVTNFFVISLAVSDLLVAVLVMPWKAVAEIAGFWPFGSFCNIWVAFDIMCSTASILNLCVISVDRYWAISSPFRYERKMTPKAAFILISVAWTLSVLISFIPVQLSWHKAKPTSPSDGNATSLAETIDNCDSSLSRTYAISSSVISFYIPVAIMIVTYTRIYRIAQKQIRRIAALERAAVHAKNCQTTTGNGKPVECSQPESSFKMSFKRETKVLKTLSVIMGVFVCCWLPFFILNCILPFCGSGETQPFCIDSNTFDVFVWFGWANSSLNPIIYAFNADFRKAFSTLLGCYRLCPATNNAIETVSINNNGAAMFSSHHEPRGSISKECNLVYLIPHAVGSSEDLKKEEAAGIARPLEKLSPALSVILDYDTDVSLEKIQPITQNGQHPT
TRHR PAM: qHTS for Small Molecule Agonists and Allosteric Enhancers of Human TRH Receptor: Primary Screen for Enhancers. Thyrotropin-releasing hormone receptor (Homo sapiens), P34981. TRHR cells, fluo-8 calcium fluorescence, EC20 TRH enhancement. enhancement, % at 2 µM. 0.66% of 360,000 active; in the data active = enhancement above about 30%; note: 0% is about no effect
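Enhancer read-out: after compound pinning and an initial kinetic agonist-mode read, an EC20 of TRH (10 nM final) was injected and fluo-8 calcium signal (Ex 480/Em 530) followed at 1 s/cycle for 100 cycles in TRHR-expressing cells.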
D1 antagonist: Antagonist of Human D 1 Dopamine Receptor: qHTS. D(1A) dopamine receptor (Homo sapiens), P21728. HEK293 TREx D1 cells, calcium flux, dopamine EC80; hits give low values. activity change, negative = inhibition, % at 10 µM. 3.2% of 360,000 active. AID 504652, 2011; in the data active = activity change below about -30%; note: % is set by controls: 0 for no effect and ±100 for the full control effect
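Using tetracycline-induced force-coupled D1 Hek293 cells and a calcium dye, signals were followed for 180 s after compound, then for 180 s after EC80 dopamine, to detect inhibitors.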
RXFP1 antag: qHTS Assay for Antagonists of the Relaxin Receptor RXFP1; HEK293-RXFP1, relaxin-stimulated cAMP HTRF, 30 min; hits give low values; activity change, negative = inhibition, % at 57.5 µM; 0.59% of 350,000 active;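 active = activity change of -60% or lower, but not beyond a set lower limit; inconclusive = change between -60% and -40%, or beyond the set limit; inactive = change above -40%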; note: % is set by controls: 0 for no effect and ±100 for the full control effect
D1 ag: Allosteric Agonists of the Human D1 Dopamine Receptor: qHTS; 1% of 360,000 active; D(1A) dopamine receptor (Homo sapiens), P21728; AID 504660, 2011; HEK293 T-REx D1 cells, calcium flux, agonist mode; activation, % at 2 µM; note: 0% is about no effect
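Tetracycline-induced HEK293 TREx D1 cells, force-coupled to calcium signalling, were dye-loaded with a no-wash calcium kit. Compound was pin-added after a 10 s baseline. Fluorescence was read kinetically at 1 cycle/s for 180 s, with calcium rises flagged as agonism.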
D2 agonist: HTS Assay for Allosteric Agonists of the Human D2 Dopamine Receptor: Primary Screen for Agonists. activation, % at 2 µM. 0.53% of 340,000 active. HEK293 T-REx D2 cells, calcium flux agonist mode. D(2) dopamine receptor (Homo sapiens), P14416;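 active = activation over 3 SD above normal in the single-dose calcium agonist read, cut at about 30% in these data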; note: 0% is about no effect
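Tetracycline-induced HEK293 T-REx cells with force-coupled D2 receptor, plated overnight at 30 C, loaded with no-wash calcium dye. After a 10 s baseline, compound was pin-added and calcium flux read kinetically for 180 s; calcium rises flagged agonists.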
D2 PAM: HTS Assay for Positive Allosteric Modulators of the Human D2 Dopamine Receptor: Primary Screen for Potentiators. D(2) dopamine receptor (Homo sapiens), P14416. HEK293 T-REx D2, calcium flux, EC20 dopamine potentiation. potentiation, % at 10 µM. 0.34% of 340,000 active. AID 485347, 2010;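 active = potentiation over 3 SD above the plate norm, cut at about 30% in these data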; note: 0% is about no effect
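Using a no-wash calcium dye in inducible, force-coupled HEK293 Trex cells expressing D2, we tracked fluorescence each second for 180 s after compound, then for 180 s after EC20 dopamine to detect augmented signalling.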
An asterisk follows results filed as active; ? = inconclusive; . = not tested or not shown; & = joins results of further samples. Cut-off read from the data, not from the text of the source, unless noted: active = activation above about 30%; inactive = the rest.

Second line of a record: D2 antagonist, TRHR PAM, D2 PAM, D1 PAM, D2 agonist, TRHR agonist, D1 ag, D1 antagonist, RXFP1 antag
CCCCc1ccc(NC(=O)C2CCCO2)cc1 (configuration not stated)
    13, 5, -16, -5, -0.2, 0.1, -4, 9, -15
COc1ccc2c(c1)c1c(c(=O)n(-c3ccccc3C)c(=O)n1Cc1c(F)cccc1Cl)n2C
    ., 0, -5, -1, 0.7, 0.8, 2, -4, .
CC(C)N(C(=O)Cn1cc(S(=O)(=O)CC(=O)Nc2ccccc2)c2ccccc21)C(C)C
    2, 5, 1, 5, -0.1, 0.0, 0, 7, -25
C/C(=N\NC(=O)C1CC1)c1ccc(OC(F)F)cc1OC(F)F
    12, -8, -11, 0, -0.9, 0.0, 2, 2, -8
COCc1cc(CN2CCCC(C(=O)Nc3ccc(-c4ccco4)cc3)C2)ccc1OC (configuration not stated)
    -13, 22, -11, 4, 0.8, 0.5, 2, -30*, -6
COCc1cc(C)c2c(N)c(C#N)sc2n1
    ., 0, ., -2, ., -0.3, 2, -9, -1
CCN1C(=S)SC(=O)C1=C1C=C(C)N(Cc2ccco2)C(C)=C1
    ., 3, 8, 5, ., -0.2, 171*, -9, -18
O=C(COc1ccc(S(=O)(=O)N2CCc3ccccc32)cc1Cl)NCc1ccccn1
    -6, -3, 13, -1, -0.7, -0.4, 3, -23, 5
O=C(NCc1ccco1)C1CC(=O)N(c2ccc(F)cc2)C1 (configuration not stated)
    -6, 3, 2, -2, 0.4, 0.2, 0, 4, 2
CCOC(=O)c1scc(-c2ccc(C)cc2)c1S(=O)(=O)Nc1cc(OC)ccc1OC
    ., 7, 3, -5, -1.7, -0.5, 9, -2, .
O=C(NCc1ccc(Cl)s1)c1cc(COc2c(F)cccc2F)on1
    13, 5, -6, -3, -1.2, -0.4, 9, -21, -6
Cc1nc(C)c(C(=O)N/N=C/c2cc(Br)ccc2O)s1
    -5, 1, -23, -6, 1.4, 3.7, 7, 3, -3
c1c(C2CCCCC2)n[nH]c1CN1CCCCC1
    40*, 25, -22, -1, 0.4, 0.4, 1, -2, 9
CCOC(=O)Cc1csc(SCC(=O)Nc2ccc(C)cc2F)n1
    1, -4, -27, -2, -1.0, -0.5, 3, -11, -19
Cc1ccccc1NC(=O)C1CCN(C(=O)c2cnn(-c3ccccc3)c2-n2cccc2)CC1
    ., -1, -3, -2, 1.1, -1.1, -3, 16, .
COC(=O)c1oc2ccccc2c1-n1cccc1
    -15, -2, 8, -3, 1.9, 0.4, 3, -8, -6
CC(NC(=O)CN1C(=O)NC(Cc2ccccc2)(Cc2ccccc2)C1=O)C12CC3CC(CC(C3)C1)C2 (configuration not stated)
    9, -2, 10, -1, 0.0, 1.2, 17, 12, -1
CC(Oc1ccc(-c2nccc(-c3ccccn3)n2)cc1)C(=O)NN (configuration not stated)
    -3, 6, 9, 2, 0.2, 0.0, 0, 0, -2
Cc1[nH]c(=O)[nH]c(=O)c1S(=O)(=O)N1CCOCC1
    -10, 9, 1, 1, -0.2, -0.4, 4, -13, -9
COc1ccc(CCN(C)C(=O)COc2ccc(C(=O)c3ccccc3)cc2)cc1OC
    -5, 0, -1, -17, -0.9, -0.1, 5, -16, -12
CCOc1cc(C(=O)N2CCN(c3ccc(C(C)=O)cc3)CC2)cc(OCC)c1OCC
    -7, -2, 0, -3, -2.8, -0.6, 3, -22, -10
Cc1c(N2C(=O)c3ccccc3C2(O)c2ccccc2)c(=O)n(-c2ccccc2)n1C (configuration not stated)
    ., 6, ., 2, ., 0.5, 1, 4, -6
CC(C)(CNC(=O)c1cccc(S(=O)(=O)Nc2ccc(Br)cc2)c1)N1CCOCC1
    -2, 1, -3, -5, 0.1, 0.0, 2, -2, -19
COCCn1c(SCc2cccc([N+](=O)[O-])c2)nc2ccccc2c1=O
    5, -5, -7, -6, 0.5, 0.1, 8, -8, 1
Cc1ccc(-c2cnc(-c3ccccc3C(=O)O)o2)cc1
    9, -4, -8, -2, 0.8, 0.3, 2, -10, -9
Cc1ccc2cc(/C=N/NC(=O)[C@@H]3CCCN3)c(Cl)nc2c1
    -3, -2, -4, 1, -1.3, -0.3, 1, -3, -12
Cc1c(Cl)cccc1NC(=O)Cn1nnc(C(=O)NCc2cccs2)c1N
    ., 7, -1, 2, ., 0.8, 4, 5, -16
Cc1ccc(Nc2nnc(-c3ccc(C)c(S(=O)(=O)NCc4nc5ccccc5[nH]4)c3)c3ccccc23)cc1
    ., 2, -4, -1, -0.6, 0.9, 4, 12, 1
Cc1ccc2nc(-c3ccc(N4C(=O)CC(N5CCC(C(N)=O)CC5)C4=O)cc3)sc2c1 (configuration not stated)
    -12, -1, -17, -6, 0.4, 1.0, 5, -8, .
CC(=O)c1cc2c(cc1NC(=O)c1ccc(Cl)cc1)OCCO2
    -2, -2, 5, -3, -1.3, 0.5, 1, -10, -1
COc1cccc2c(SCC(=O)N/N=C/c3ccccc3)cc(C)nc12
    -14, 6, 16, -8, 0.4, 1.1, 0, -13, -15
CN1CCN(S(=O)(=O)c2cccc(C(=O)Nc3nc(-c4ccccc4)cs3)c2)CC1
    -5, 9, -1, -5, -1.6, -1.1, 15, -32*, -3
CN(C)c1ccc(/C=N/OC(=O)Nc2ccccc2Cl)cc1
    10, -1, 11, 2, 0.3, -0.6, 0, 16, -12
COc1ccc(OC)c(C(=O)N2CCC(n3nccc3NC(=O)CC(C)C)CC2)c1
    -2, -7, 6, -3, 0.2, 1.4, 0, 21, -3
Cc1ccc(S(=O)(=O)N(C)CC(=O)N2CCCc3ccccc32)cc1
    -24, -2, -7, -4, -0.7, -0.2, 0, 6, -3
COC(=O)[C@H](C)NC(=O)Nc1ccc(C)c(C)c1
    1, 0, -2, -6, 0.6, 0.0, 1, 3, -20
O=C(N/C(=C\c1cccc([N+](=O)[O-])c1)C(=O)N1CCOCC1)c1cccc(Br)c1
    0, 0, 1, 2, -0.4, -0.2, 1, 0, -11
COc1cccc(C#Cc2c(CO)[nH]c3ccccc23)c1
    2, -1, -4, 2, 0.2, 0.4, 7, ., .
CCn1cc(/C=N\NC(=O)Cc2ccc([N+](=O)[O-])cc2)c(C)n1
    1, -2, -11, -5, 0.1, 0.1, 3, 17, -5
CC1=CC(C)(C)N2C(=O)C(=O)c3cc(OC(=O)c4ccco4)cc1c32
    -28, -4, 3, -12, 1.4, -0.2, 1, -7, ?
CN(C)S(=O)(=O)c1ccc(Cl)c(NC(=O)C2CCN(S(=O)(=O)c3cccs3)CC2)c1
    31*, -11, -19, -8, 0.2, 0.9, 6, -17, 11
CCc1nnc(NS(=O)(=O)c2ccc(NC(=O)c3cccc([N+](=O)[O-])c3)cc2)s1
    25, 16, 5, -8, -0.3, -1.0, 8, -26, 6
COc1ccc(-n2nc(C(=O)NCC(=O)N3CCN(c4ccccc4OC)CC3)c3ccccc3c2=O)c(OC)c1
    -9, -6, -16, -2, 0.3, -0.4, -3, 10, 10
Cc1[nH]c(C)c(S(=O)(=O)N2CCN(c3ccccc3F)CC2)c1C(=O)N1CCCCC1
    -10, 4, 1, -3, -1.2, 1.7, 1, -7, 35
Cc1cc(OC(C)C(=O)NCC(O)c2ccccc2)c2c(C)cc(=O)oc2c1 (configuration not stated)
    10, 10, -2, 1, 0.1, -0.3, -1, 0, 31
CC1CCC(NC(=S)NCCN(C)C)CC1 (configuration not stated)
    12, -1, 0, 0, -0.4, 0.2, 0, ., -7
CC1(C)CC(CC(=O)O)(c2ccc(F)cc2)CCO1 (configuration not stated)
    -18, -3, 4, -2, 0.4, 0.0, 2, 4, .
O=C1c2ccccc2NC(c2c(Cl)cccc2Cl)N1Cc1ccccc1 (configuration not stated)
    -4, -6, 21, -3, 1.0, 0.0, 4, 2, -24
CN(CC(=O)Nc1ccc(S(N)(=O)=O)cc1)C1CCCCC1
    3, -3, 0, -9, 1.1, 0.6, 3, 2, -9
Cc1nn2c(-c3ccc(F)cc3)ccnc2c1Cl
    1, 0, -2, -4, -0.6, 0.7, 1, -5, -9

D1 antagonist, what is marked active above.
SMILES	D2 antagonist	TRHR PAM	D2 PAM	D1 PAM	TRHR agonist	D1 ag	D1 antagonist	RXFP1 antag
COCc1cc(CN2CCCC(C(=O)Nc3ccc(-c4ccco4)cc3)C2)ccc1OC (configuration not stated)	-13	22	-11	4	0.5	2	-30*	-6
CN1CCN(S(=O)(=O)c2cccc(C(=O)Nc3nc(-c4ccccc4)cs3)c2)CC1	-5	9	-1	-5	-1.1	15	-32*	-3

Following part
Second line of a record: D2 antagonist, TRHR PAM, D2 PAM, D1 PAM, D2 agonist, TRHR agonist, D1 ag, D1 antagonist, RXFP1 antag
COc1ccc(C(=O)C[n+]2cc(-c3ccc(OC)cc3)n3c2CCCC3)cc1
    -11&-24, -1&5, -3&-9, -3&-2, 2.1&0.3, 1.1&-0.2, 0&1, -11&-4, 3&9
CCCCn1c(-c2cccc(Br)c2)nc2cc3[nH]c(=O)c(C(C)C)nc3cc21
    -2, 1, 10, -9, -0.1, -0.2, -1, 5, .
COc1ccc(C(=O)NCCS(=O)(=O)NCc2ccc(F)cc2)cc1
    4, 0, -5, -5, 0.4, -0.2, 2, -31*, -5
CCc1c(C)nc(N)n2c(SCC(=O)NC3CCCCC3)nnc12
    3, -1, 10, 3, -0.9, -0.3, 4, -2, -17
COc1ccc(OC)c(N(/C(N)=N/c2nc(C)cc(C)n2)S(=O)(=O)c2ccc(NC(C)=O)cc2)c1
    13, 4, -8, -2, 0.8, 0.1, 1, 0, 4
CCN(CC)CCNC(=O)C1c2cc(OC)c(OC)cc2C(=O)N(C)C1c1cccs1 (configuration not stated)
    35*, 0, ., -1, -0.5, 0.9, 1, 6, 0
Cc1cccc(NC(=O)CS(=O)(=O)c2c[nH]c3ccccc23)c1C
    -16, 4, -11, -1, 0.3, -0.6, 12, -3, 8
CC1(C)NC(=O)N(CC(O)CN(c2ccccc2)S(=O)(=O)c2ccccc2[N+](=O)[O-])C1=O (configuration not stated)
    -10, 19, -16, -4, 0.0, 0.1, 1, 2, -9
COc1ccc(NC(=O)Nc2ncn(Cc3cccc(C(F)(F)F)c3)n2)cc1OC
    ., 15, ., -5, ., -0.3, -1, -1, -20
Cc1ccnc(NC(=O)c2cc(F)c(F)cc2Cl)n1
    -5, 0, -2, -1, 0.3, -0.6, 0, 7, -1
CC(C)(C)OC(=O)N[C@@H](C(=O)OC(C)(C)C)c1ccc2ccccc2c1
    -14, 2, 14, -2, -1.2, -0.4, -1, ., .

Source: PubChem BioAssay
